LGR2 antag: blocks bursicon-induced cAMP signaling via Drosophila LGR2 | HEK293 LGR2, CRE-luciferase, bursicon-stimulated, 4 h | inhibition, % at 9.99 µM | actives 0.35% (n = 380,000) | AID 720647;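 active = drop in luminescence signal, shown as inhibition above about 50% in the replicate tests, limit read from the data, passing the limit was not always enough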;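 also: agonist challenge used bursicon conditioned medium at about half maximal strength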
FN deposition inh: fibronectin deposition inhibition | actives 0.086% (n = 350,000) | inhibition, % at 12.6 µM | AID 743247 | AH1F fibroblasts, Alexa488-fibronectin deposition fluorescence, overnight;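 active = mean inhibition across replicates of 30% or more, regardless of how many single replicates reach that level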;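 also: positive control wells lacked labelled fibronectin entirely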
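Material – AH1F fibroblast monolayer, labelled fibronectin deposition · Reagent – labelled fibronectin 24 nM · Timing – 1 h adhesion, overnight exposure · Measured by – fluorescence at 485 nm excitation, 525 nm emission · Read-out – inhibition of fibronectin deposition signal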
ERAP1 inh: ERAP1 (human) enzyme inhibition; Q9NZ08; recombinant ERAP1, Leu-AMC fluorescence, 60 min; inhibition, % at 10.7 µM; actives 0.15% (n = 340,000);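 active = mean replicate inhibition of at least 30%, or all replicates individually reaching that 30% level; inactive = mean below 30% and not every replicate reaching it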;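 also: 0% = neutral control wells and 100% = L-leucinethiol positive control wells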
Target sequence (Q9NZ08 whole entry, looked up): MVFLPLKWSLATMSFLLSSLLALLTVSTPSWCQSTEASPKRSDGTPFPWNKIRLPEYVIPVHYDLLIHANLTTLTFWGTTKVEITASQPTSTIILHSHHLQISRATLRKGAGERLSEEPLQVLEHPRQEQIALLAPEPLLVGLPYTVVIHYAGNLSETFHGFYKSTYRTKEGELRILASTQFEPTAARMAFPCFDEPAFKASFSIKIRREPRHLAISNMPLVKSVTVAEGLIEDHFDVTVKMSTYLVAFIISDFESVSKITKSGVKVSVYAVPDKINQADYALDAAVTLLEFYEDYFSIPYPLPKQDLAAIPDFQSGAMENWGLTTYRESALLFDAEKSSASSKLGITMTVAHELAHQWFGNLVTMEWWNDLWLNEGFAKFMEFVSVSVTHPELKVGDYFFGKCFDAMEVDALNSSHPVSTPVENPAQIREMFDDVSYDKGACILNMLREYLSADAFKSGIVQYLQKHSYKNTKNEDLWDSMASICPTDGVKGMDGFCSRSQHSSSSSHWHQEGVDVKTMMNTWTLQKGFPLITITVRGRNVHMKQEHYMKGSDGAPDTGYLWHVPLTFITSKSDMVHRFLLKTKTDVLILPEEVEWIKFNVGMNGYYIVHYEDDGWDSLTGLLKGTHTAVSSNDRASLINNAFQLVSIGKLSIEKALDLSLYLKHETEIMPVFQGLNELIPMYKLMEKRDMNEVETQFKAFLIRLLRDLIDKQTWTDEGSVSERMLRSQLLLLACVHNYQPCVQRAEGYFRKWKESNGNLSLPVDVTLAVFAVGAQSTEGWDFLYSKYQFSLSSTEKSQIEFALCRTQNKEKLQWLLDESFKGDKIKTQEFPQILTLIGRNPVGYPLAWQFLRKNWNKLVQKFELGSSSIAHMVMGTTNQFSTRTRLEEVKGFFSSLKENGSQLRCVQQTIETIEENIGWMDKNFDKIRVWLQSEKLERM
PglD inh: blocks C. jejuni PglD acetyltransferase activity; actives 0.098% (n = 360,000); purified PglD enzyme, DTNB colorimetric CoA detection; inhibition, % at 12.5 µM; in the data active = inhibition above about 16%, passing the limit was not always enough; also: strong numbers were not always called active
S100A4 MyoIIA: S100A4-myosin IIA interaction inhibition. P26447. S100A4/TAMRA-MyoIIA peptide fluorescence polarization. inhibition, % at 10.7 µM. actives 0.14% (n = 360,000);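 active = mean inhibition of at least 70% across replicates, with every replicate also reaching that level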
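Test system – S100A4 monomer (human) · Compound – single-point compound testing · Schedule – 5 min incubation before reading · Probe or stimulus – TAMRA-labelled myosin IIA heavy-chain peptide probe, 5 nM · Benchmarks – neutral control DMSO, positive control TFP · Medium – Calcium-containing HEPES buffer, pH 7.2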
PAX8 reporter: inhibitors of PAX8 transcriptional activity in RMG-I cells; RMG-I TPO-luciferase reporter, SteadyGlo, 24 h; inhibition, % at 12.6 µM; actives 1.2% (n = 360,000); AID 652154;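 active = mean replicate inhibition at least 60% with every replicate also reaching 60%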;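 also: luciferase light reporting Pax8 driven TPO promoter activity; plate controls were median of neutral control wells for no effect and mitoxantrone controls for full effect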
EWS-Fli inh: inhibitors of EWS/Fli oncoprotein transcriptional activity; AID 651661; inhibition, % at 12.6 µM; actives 0.67% (n = 350,000); A673 NR0B1-luciferase reporter, viability-normalised;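 active = mean inhibition of at least 50% after viability correction, with every replicate also passing that limit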;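 also: firefly luciferase signal divided by Alamar Blue viability fluorescence both relative to DMSO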
PGC1a acetyl inh: PGC1a acetylation modulation, inhibitor mode | U2OS PGC1a acetylation, AlphaScreen anti-acetyl-lysine; with virally co-expressed GCN5 acetyltransferase | inhibition, % at 15.6 µM | actives 0.17% (n = 350,000);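 active = every replicate shows inhibition of at least 40%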;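 also: 0% = neutral control wells and 100% = positive control wells; some results beyond the cut were filed as inactive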
The depositor's hits bear a star; / = not tested or not shown; & = joins results of further samples.

Value order – PglD inh	PGC1a acetyl inh	ERAP1 inh	FN deposition inh	LGR2 antag	EWS-Fli inh	PAX8 reporter	S100A4 MyoIIA
> CO[C@H]1CN(C)C(=O)c2cc(NC(=O)C3CC3)ccc2OC[C@H](C)N(C(C)=O)C[C@H]1C
  -3	32	0	-3	10	1	3	3
> CCOc1ccccc1NC(=O)c1cnc2n(c1=O)CCS2
  4	-7	/	-6	/	/	-10	/
> O=C(Nc1ccncc1)c1ccc(NS(=O)(=O)c2ccc3[nH]c(=O)[nH]c3c2)cc1
  2	/	2	-2	2	-8	-18	1
> CN(CC(=O)Nc1ccc(C(N)=O)cc1)CC(=O)Nc1ccccc1Cl
  /	/	1	1	-12	-1	20	5
> O=c1[nH]c2cc3c(cc2cc1CN(Cc1cccnc1)Cc1nnnn1Cc1ccco1)OCCO3
  -1	3	-3	/	-11	2	/	-1
> CC(C)(C)n1c(O)c2n(c1=O)Cc1ccccc1N=C2c1ccccc1
  -2	-11	0	8	-2	17	17	-10
> CCOC(=O)CSc1n[nH]c(NC(=O)NC(C)C)n1
  /	/	-1	-17	5	8	1	1
> COc1ccc(/C=C2\CCCc3c2nc2ccc(C)cc2c3C(=O)O)cc1O
  -1	3	3	-1	2	7	21	0
> Cc1cccc(C)c1NC(=O)C1(C)CSCC(=O)N1CC(C)C (centres undefined)
  /	/	2	6	8	7	-6	-7
> Cc1noc(C)c1NC(=O)N(C)C[C@H]1Oc2c(NC(=O)NC(C)C)cccc2C(=O)N([C@H](C)CO)C[C@@H]1C
  -1&0	-4	-2	-6	-2&-31	-3&-9	17	16&-1
> Cc1ccc(S(=O)(=O)N(CC(=O)NCc2cccnc2)c2ccc(F)cc2)cc1
  7	-15	-1	-7	-10	3	-1	0
> C[C@@H]1CCCCO[C@H](CN(C)C(=O)NC2CCCCC2)[C@H](C)CN([C@@H](C)CO)C(=O)c2cc(NC(=O)Nc3cccc4ccccc34)ccc2O1
  3	7	4	/	12	4	31	-20
> COc1ccc(CN(C)C[C@H]2Oc3ccc(NC(=O)Nc4ccc5c(c4)OCO5)cc3CC(=O)N([C@@H](C)CO)C[C@H]2C)cc1
  -1	11	1	12	-44	14	24	-9
> CCCNC(=O)N(C)C[C@H]1Oc2ncc(C#C[C@@H](C)O)cc2C(=O)N([C@H](C)CO)C[C@@H]1C
  2	7	-2	-3	3	-3	/	-3
> COc1ccc(-n2nc(C(=O)NCC(=O)NCc3cccc(F)c3)c3ccccc3c2=O)cc1Cl
  0	5	-1	1	0	-1	19	-12
> C[C@@H]1CN([C@H](C)CO)C(=O)c2cc(Br)cnc2O[C@@H]1CN(C)Cc1ccc(-c2ccccc2)cc1
  5&1	-1	-3&0	-5&19	2&-11	0&-3	8	14&-7
> COc1ccccc1N(CC(=O)N(c1ccccc1)C(C)C)S(=O)(=O)c1cccs1
  /	-10	1	/	14	9	8	-2
> O=C(c1ccncc1)N1CC[C@@H]2[C@H](CO)Nc3ccc(-c4ccccc4)cc3[C@@H]21
  -2	3	-1	4	-2	3	16	-13
> COc1ccc(Oc2ccc(-c3ccn[nH]3)cc2)cc1
  4	0	1	4	-69	-106	-43	4
> COc1ccc(CCNC(=O)CCCn2c(=S)[nH]c3cc4c(cc3c2=O)OCO4)cc1OC
  1	/	-10	-2	1	10	13	-1
> COc1ccc(CNC(=O)C2COc3ccccc3O2)cc1 (centres undefined)
  1	10	/	12	/	/	-97	/
> O=C(C[C@H]1CC[C@H]2[C@@H](COC[C@@H](O)CN2C(=O)Cc2ccccc2)O1)NC1CCCC1
  -1	16	1	-12	-14	-1	-10	-3
> O=C(CC(F)(F)F)N1C[C@@H]2[C@H](c3ccccc31)[C@H](CO)N2C(=O)CN1CCOCC1
  -4	6	-3	/	-5	4	0	5
> Fc1ccccc1CN1CCN(c2ncccn2)CC1
  -1	-5	0	3	5	6	-9	0
> O=C(NCC1CCCO1)c1ccc2c(=O)n(Cc3cccc(Br)c3)c(=S)[nH]c2c1 (centres undefined)
  -4	4	0	4	10	-5	-6	2
> Oc1cccnc1CN1CCOCC1
  8	5	2	-5	8	2	4	6
> CCCC(=O)Nc1ccc(Cl)c(NC(=S)NC(=O)c2cc3ccccc3o2)c1
  5	/	0	5	-12	5	73*	0
> Cc1ccc2cc(C=O)c(N3CCOCC3)nc2c1C
  -1	-20	-1	13	19	0	15	1
> CC1(C(=O)NS(=O)(=O)C2CC2)CCCN(C(=O)c2ccc3ccccc3c2)C1 (centres undefined)
  0	17	4	1	-3	2	-12	-4
> COC(=O)c1c(-c2ccc(OC)cc2)oc2ccc(-c3cc(OC)c(OC)c(OC)c3)cc12
  -5	8	-5	-3	19	6	5	0
> COc1cccc(NC(=O)c2ccccc2-c2ccccc2)c1
  3	11	-4	5	25	3	5	-3
> C[C@@H]1CN([C@@H](C)CO)C(=O)c2cccc(NC(=O)Nc3ccc(F)cc3)c2O[C@@H]1CN(C)Cc1ccc2c(c1)OCO2
  -3	5	-2	/	12	0	9	8
> C/C=C1\COC(C(=O)NCCCN2CCCC2=O)(C(F)(F)F)C=C1C=C(C)C (centres undefined)
  -7	/	6	15	10	-2	-11	-5
> CCCc1cn(CC[C@H]2CC[C@H](NC(=O)C3CCCC3)[C@H](CO)O2)nn1
  2	0	1	-2	1	7	6	6
> CN(C)c1ccc(C(=S)N2CCCC2)cc1Br
  -7	-16	2	3	-7	-30	25	-16
> C[C@H](CO)N1C[C@H](C)[C@@H](CN(C)Cc2ccccc2F)Oc2ncc(/C=C/c3ccccc3)cc2C1=O
  3	-31	1	/	-6	10	6	0
> Cc1cccc(NC(=O)CSCC(=O)N(CCC(C)C)c2c(N)n(Cc3ccccc3)c(=O)[nH]c2=O)c1
  /	0	4	-1	15	4	12	4
> O=C/C=C/c1c(-c2ccccc2)cc2oc3ccccc3cc1-2
  3	-8	2	-5	2	-9	36	-3
> CCCCCc1ccc(-c2ccc(OCC)cc2)nc1
  /	5	-2	4	-98	1	-83	-1
> O=[n+]1c2c(n([O-])c3ccccc31)CCCC2
  9	2	/	13	-2	/	/	/
> CN1CCN(S(=O)(=O)c2cccc(C(=O)O)c2)CC1
  5	0	0	-5	2	-1	1	-4
> C[C@H]1CCCCO[C@@H](CN(C)Cc2ccccc2)[C@@H](C)CN([C@@H](C)CO)C(=O)c2cc(NC(=O)Cc3ccccc3)ccc2O1
  3	-4	2	1	3	14	-10	-39
> COC(=O)[C@]12C[C@H](CC(=O)NCC34CC5CC(CC(C5)C3)C4)C(=O)N(Cc3ccc4c(c3)OCO4)C1=C[C@H](COCc1ccccc1)O[C@@H]2C
  /	/	0	9	-8	13	22	-3
> C[C@H](CO)N1C[C@H](C)[C@H](CN(C)C(=O)Nc2ccc(F)cc2)Oc2ccc(NC(=O)Cc3ccccc3)cc2C1=O
  4	-9	1	/	6	7	5	-1
> Cc1ccc(C2CCN(C(=O)Nc3ccc(F)cc3)C2)cc1 (centres undefined)
  4	-16	-4	-4	-49	-73	-142	9
> O=C(CN1CCN(c2ccccn2)CC1)N1c2ccccc2Sc2ccc(C(F)(F)F)cc21
  7	-13	/	5	/	/	11	/
> CCCCCOc1ccc(C2NC(=O)NC2=O)cc1 (centres undefined)
  1	5	/	-3	-2	-1	3	3
> CCOC(=O)C1(CCOc2ccccc2)CCN(CCCn2cccn2)CC1
  /	-3	0	3	/	25	6	0
> CC(=O)Nc1ccc(NC(=O)CSc2nnnn2-c2ccccc2F)cc1
  -1	2	-1	-15	-9	-28	-13	0
> COC(=O)c1ccc(S(=O)(=O)N2CCc3ccccc3C2)cc1
  0	/	0	-2	19	11	-15	4
> CCN(CC)Cc1cc(CCNC(=O)c2ccc(Cl)cc2)ccc1O
  6	5	/	-1	-17	/	/	/
> O=C(OCc1cc(=O)n2c(n1)sc1ccccc12)c1ccc(O)cc1O
  /	2	6	-2	-24	-23	-7	-4
> Cc1ccc2[nH]c(C(=O)NCCN3CCCC3)cc2c1
  -3	/	2	4	16	2	-5	-6

12 successive records from above, quoted:
Value order – PglD inh	PGC1a acetyl inh	ERAP1 inh	FN deposition inh	LGR2 antag	EWS-Fli inh	PAX8 reporter	S100A4 MyoIIA
> C[C@H]1CCCCO[C@@H](CN(C)Cc2ccccc2)[C@@H](C)CN([C@@H](C)CO)C(=O)c2cc(NC(=O)Cc3ccccc3)ccc2O1
  3	-4	2	1	3	14	-10	-39
> COC(=O)[C@]12C[C@H](CC(=O)NCC34CC5CC(CC(C5)C3)C4)C(=O)N(Cc3ccc4c(c3)OCO4)C1=C[C@H](COCc1ccccc1)O[C@@H]2C
  /	/	0	9	-8	13	22	-3
> C[C@H](CO)N1C[C@H](C)[C@H](CN(C)C(=O)Nc2ccc(F)cc2)Oc2ccc(NC(=O)Cc3ccccc3)cc2C1=O
  4	-9	1	/	6	7	5	-1
> Cc1ccc(C2CCN(C(=O)Nc3ccc(F)cc3)C2)cc1 (centres undefined)
  4	-16	-4	-4	-49	-73	-142	9
> O=C(CN1CCN(c2ccccn2)CC1)N1c2ccccc2Sc2ccc(C(F)(F)F)cc21
  7	-13	/	5	/	/	11	/
> CCCCCOc1ccc(C2NC(=O)NC2=O)cc1 (centres undefined)
  1	5	/	-3	-2	-1	3	3
> CCOC(=O)C1(CCOc2ccccc2)CCN(CCCn2cccn2)CC1
  /	-3	0	3	/	25	6	0
> CC(=O)Nc1ccc(NC(=O)CSc2nnnn2-c2ccccc2F)cc1
  -1	2	-1	-15	-9	-28	-13	0
> COC(=O)c1ccc(S(=O)(=O)N2CCc3ccccc3C2)cc1
  0	/	0	-2	19	11	-15	4
> CCN(CC)Cc1cc(CCNC(=O)c2ccc(Cl)cc2)ccc1O
  6	5	/	-1	-17	/	/	/
> O=C(OCc1cc(=O)n2c(n1)sc1ccccc12)c1ccc(O)cc1O
  /	2	6	-2	-24	-23	-7	-4
> Cc1ccc2[nH]c(C(=O)NCCN3CCCC3)cc2c1
  -3	/	2	4	16	2	-5	-6

From PubChem
